HIV peptide binding – cell-free HIV fusion peptide-binding blockers – biochemical, uHTS, fluorescence dequenching, primary screen (AID 1986); inhibition, % at 20 µM, or IC50 in µM where a hit was titrated; cell-free peptide binding, fluorescence dequenching, 30 min; higher % means a stronger effect; 290,000 tested, 0.3% active; in the data active = inhibition mostly above about 52%, no sharp cut-off; inactive = mostly below about 76%; note: some results filed as inactive read as strong as hits
NOD2 inhibition – inhibition of NOD2-driven NF-kB reporter – cell-based, luminescence, uHTS, HEK293 (AID 1566); HEK293 NOD2/NF-kB luciferase reporter, luminescence; higher % means a stronger effect; inhibition, % at 4 µM, or EC50 in µM where a hit was titrated; 290,000 tested, 0.63% active; note: many of its hits are not listed in these tables
LYP phosphatase – PTPN22 lymphoid phosphatase activity blockers – biochemical, fluorescence intensity, uHTS (AID 1779) | one-dose inhibition, % at 11.5 µM; IC50 in µM for titrated hits | recombinant LYP phosphatase, fluorescence intensity; higher % means a stronger effect | 290,000 tested, 0.054% active;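 note: plate controls were vehicle with enzyme for no effect and no enzyme for full effect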
Myeloid diff 2 – myeloid differentiation induction; AID 624256; calls only at 10 µM; 360,000 tested, 1% active; ER-HoxA9 myeloid progenitors, lysozyme-GFP differentiation, flow cytometry;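 active = normalized GFP-positive differentiation at or above the plate's own cutoff, the solvent-only control mean plus 3 SD; inconclusive = no clear call, values can overlap the other calls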;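 note: cells exposed to compound for four days before flow analysis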
Hep lipid drop – modulators of hepatic lipid droplet formation; AML12 mouse hepatocytes, oleate lipid droplets, BODIPY imaging; inhibition, % at 6.5 µM; 240,000 tested, 0.4% active; AID 1656;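 active = lipid droplet intensity inhibited by at least 50%, with more than 500 cells counted; inconclusive = wells with under 300 cells, treated as cytotoxic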
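Material – mouse AML12 hepatocyte cell line, fixed after treatment · Compound dosing – one dose, 6.5 µM compound · Times – compound with oleate, overnight · Measured by – Image-based BODIPY and DAPI two-channel analysis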
SIAH1 antagonists – blockers of Siah-1 interaction with plectin peptide – biochemical, fluorescence polarization, rhodamine-plectin, uHTS, primary screen (AID 1817); Siah-1 / rhodamine-plectin peptide fluorescence polarization; higher % means a stronger effect; displacement, % at 20 µM, or IC50 in µM where a hit was titrated; 290,000 tested, 0.02% active;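 active = displacement of at least 50% at 20 µM, with a fluorescence ratio check between 0.3 and a set limit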;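 note: plate controls were Siah plus tracer with DMSO for no effect and tracer alone without Siah for full effect; strong numbers were not always called active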
AID2073 – disruptors of CaV2.2 binding to Mint1 – biochemical, HTRF (AID 2073); HTRF protein-protein interaction, Mint1-CaV2.2; higher % means a stronger effect; one-dose inhibition, % at 20 µM; IC50 in µM for titrated hits; 290,000 tested, 0.19% active; in the data active = inhibition mostly above about 51%, no sharp cut-off; inconclusive = no clear call, values can overlap the other calls; inactive = mostly below about 53%; note: some results filed as inactive read as strong as hits
XIAP antagonists – XIAP antagonists, biochemical, IAP family, fluorescence polarization (AID 1018); XIAP BIR domain, fluorescence polarization peptide displacement; higher % means a stronger effect; one-dose displacement, % at 20 µM; IC50 in µM for titrated hits; 200,000 tested, 0.007% active; in the data active = displacement above about 50%; note: a part of the inactive calls stands beside numbers as strong as those of hits
NS5 inhibitors – flavivirus cap methylation enzyme inhibition – biochemical, confirmation dose response, primary screen (AID 588689) | Dengue-2 NS5 methyltransferase capping enzyme assay, biochemical; higher % means a stronger effect | one-dose inhibition, % at 25 µM; IC50 in µM for titrated hits | 340,000 tested, 0.3% active; in the data active = a potency from the dose series; inconclusive = inhibition above about 29% without an active follow-up result
Hep lipid drop cells 6.5 µM – second read-out of Hep lipid drop, no call of its own (marks repeat the call); cell count; measured here: cell count, cytotoxicity flag;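 cells counted across two imaged fields per well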
NS5 inhibitors pilot replicate – second read-out of NS5 inhibitors, no call of its own (marks repeat the call); inhibition, %; measured here: pilot screen replicate inhibition
Myeloid diff 2 GFP+ MAC1+ % – recorded beside Myeloid diff 2, whose call it bears; GFP+ MAC1+ double positive, %; measured here: differentiation confirmed by MAC1 staining
Active calls of the source: *; i = inactive; ? = inconclusive; nt = not tested or not shown; + = active, no number. Cut-off read from the data, not from the text of the source, unless noted: active = inhibition above about 50%; inactive = the rest.

SMILES | HIV peptide binding | NOD2 inhibition | LYP phosphatase | Myeloid diff 2 | Myeloid diff 2 GFP+ MAC1+ % | Hep lipid drop | Hep lipid drop cells 6.5 µM | SIAH1 antagonists | AID2073 | XIAP antagonists | NS5 inhibitors | others
O=C(Nc1ccccc1C(=O)N1CCCCCC1)c1ccccc1 | 0.0% | 20% | 0% | i | 0.4 | 8 | 602 | 8% | 8% | nt | 1%
O=C(Nc1nccs1)c1cccc(NC(=O)c2ccco2)c1 | 1.9% | 5% | 6% | i | 0.4 | -34 | 694 | -2% | 14% | -3.0% | 1%
O=C(c1ccccc1)c1ccc(OCC(O)CN2CCCC2)cc1 (configuration not stated) | -1.4% | 7% | -2% | i | 0.3 | -12 | 785 | -3% | -9% | -0.3% | -6%
CCCn1c(=S)[nH]c2ccc(C(F)(F)F)cc21 | 0.0% | -5% | 0% | i | 0.5 | 1 | 701 | -7% | 3% | -6.7% | -5%
COCCN(Cc1cc2cc3c(cc2n2nnnc12)OCO3)C(=O)c1ccccc1F | -1.7% | 4% | -1% | i | 3.4 | -2 | 623 | 2% | 0% | -3.4% | -5%
CCc1ccc(O)c(-c2cc(C(=O)Nc3cccnc3)[nH]n2)c1 | -1.7% | -80% | -3% | i | 0.6 | -2 | 738 | 2% | 7% | nt | 6%
O=c1c2nncn2c2cc(C(F)(F)F)ccc2n1CCNc1ncc(C(F)(F)F)cc1Cl | 6.9% | 18% | -4% | i | 0.8 | -1 | 680 | 2% | 31% | nt | -2%
CSCCc1nc(SCC(=O)Nc2nnc(C)s2)[nH]c1C | 0.3% | 6% | 1% | i | 1.7 | 2 | 663 | 6% | -5% | -0.4% | -4%
CC(C)CCN1CCN(Cc2ccon2)CC1CCO (configuration not stated) | -0.6% | 3% | -11% | i | 0.1 | -3 | 569 | 0% | 25% | -5.7% | 0%
CC(C)CSc1ncnc2c1oc1nc3c(cc12)COC(C)(C)C3 | 2.1% | -19% | 10% | i | 15 | -5 | 771 | -2% | ? | -6.3% | -5%
COc1ccc2cc(CN(C(=O)Nc3ccccc3OC)C3CCCC3)c(=O)[nH]c2c1 | 2.7% | 5% | 1% | i | 2.6 | nt | nt | -1% | 9% | -7.3% | -13%
COc1ccc(NC(=O)CS(=O)CC(=O)Nc2cccc3cccnc23)cc1 (configuration not stated) | 0.1% | 13% | -8% | i | 1.1 | -16 | 690 | -6% | 3% | nt | -4%
Cc1nc(S/C(=C/c2ccc(-c3cccc(Cl)c3)o2)C(=O)O)n[nH]1 | 56% | -14% | 10% | + | 1.0* | nt | nt | 9% | 31% | -2.8% | ?
O=C(NC(=S)Nc1ccccc1F)C1CCCCC1 | -0.6% | -8% | -6% | i | 0.9 | 1 | 700 | 3% | 2% | nt | -11%
COc1ccc(C2=NN(C(C)=O)CC2c2cccc([N+](=O)[O-])c2)cc1 (configuration not stated) | 0.8% | 14% | -6% | i | 2.1 | -7 | 715 | 14% | 6% | nt | -3%
Cc1cc(C)n2nc(SCC(=O)N(Cc3ccccc3)C3CCS(=O)(=O)C3)nc2n1 (configuration not stated) | -0.8% | 42% | -5% | i | 0.0 | 1 | 675 | 2% | 6% | -6.3% | -11%
CC(C)(C)C(=O)n1nc(-c2ccccc2)oc1=O | 1.9% | 0% | -1% | i | 0.6 | 11 | 727 | 5% | 0% | -2.9% | -1%
c1ccc(Nc2nc(-c3ccncc3)nc3ccccc23)cc1 | 7.3% | -7% | -6% | i | 0.3 | 20 | 644 | 25% | 13% | -3.1% | 5%
COC(=O)c1cc(NC(=O)CN2CCC(C(N)=O)(N3CCCCC3)CC2)cc(C(=O)OC)c1 | -1.9% | 14% | -5% | i | 4.9 | 5 | 754 | -3% | -2% | -0.9% | 1%
CCO[C@H]1OC(C(=O)N2CCN(Cc3ccc4c(c3)OCO4)CC2)=C[C@@H](c2cn(C(C)=O)c3ccccc23)[C@@H]1CCCO | -0.2% | -14% | -1% | i | 1.4 | -5 | 717 | -3% | 0% | 2.1% | -4%
COC(=O)CCCC1=CC2=C(c3ccccc3)C(=O)C(C)(OC(=O)C3CCCC3)C(=O)C2=CN1C1CCCC1 (configuration not stated) | -0.4% | 14% | -5% | i | 1.4 | -18 | 659 | 3% | 3% | nt | 1%
COc1ccc(C(=O)N2CCN(C(=O)c3ccc(-c4ccccc4)cc3)CC2)cc1OC | 7.1% | 3% | 2% | i | 0.3 | -18 | 719 | 2% | -3% | -5.9% | -1%
CS/C(N)=N/N=C/c1ccc([N+](=O)[O-])cc1 | 0.1% | -57% | 5% | i | 0.8 | nt | nt | 3% | 46% | -3.6% | -9%
COC(=O)Cn1c(=NC(=O)c2ccc([N+](=O)[O-])s2)sc2cc(Br)ccc21 | 0.9% | 1% | -6% | nt | nt | 4 | 640 | 4% | -12% | -8.3% | nt
COc1ccc(C(=O)CC2(C(=O)O)CCCCC2)cc1 | 0.5% | 4% | -8% | i | 0.8 | 18 | 823 | 4% | 3% | nt | -5%
SMILES | HIV peptide binding | NOD2 inhibition | LYP phosphatase | Myeloid diff 2 | Myeloid diff 2 GFP+ MAC1+ % | Hep lipid drop | Hep lipid drop cells 6.5 µM | SIAH1 antagonists | AID2073 | XIAP antagonists | NS5 inhibitors | others
Cc1ccc(NC(=S)Nn2cnnc2)c(C)c1 | -0.5% | -10% | 0% | i | 1.1 | 1 | 853 | -10% | -5% | nt | -12%
Cc1ccc(/C=N/NC(=O)c2cccs2)cc1[N+](=O)[O-] | -2.3% | -43% | -9% | i | 0.6 | nt | nt | -4% | -4% | -6.5% | -7%
CCN1C(=O)c2cccc3c(S(=O)(=O)Nc4ccccn4)ccc1c23 | 1.8% | -24% | 3% | i | 0.2 | nt | nt | 4% | 6% | -2.9% | 2%
CC(C)COc1ccc(-c2nnc(-c3ccco3)o2)cc1 | 3.1% | -154% | 1% | i | 0.8 | 1 | 788 | 3% | 9% | -5.0% | -5% | NS5 inhibitors pilot replicate=-1.4
Nc1nc(NCCCN2CCOCC2)nc(Nc2ccccc2)c1[N+](=O)[O-] | -0.1% | 3% | -2% | i | 0.4 | 2 | 684 | 20% | 6% | -8.3% | -5%
COc1cccc2cc(C(=O)Nc3cccnc3N3CCOCC3)c(=O)oc12 | -1.0% | 15% | -8% | i | 1.2 | 4 | 749 | 0% | -26% | -8.1% | 3%
Cc1ccc(C(C(=O)NCc2ccco2)N(C(=O)CNC(=O)c2cccs2)c2c(C)cccc2C)cc1 (configuration not stated) | 2.9% | -12% | 2% | i | 0.1 | 12 | 655 | 8% | 4% | 1.0% | -3%
CCSc1nnc([C@H](C)NC(=O)OC(C)(C)C)o1 | 19% | 7% | -8% | i | 2.9 | nt | nt | 2% | -11% | -3.4% | 3%
CCNC(=S)N(CCc1ccc(S(N)(=O)=O)cc1)C1CC(=O)N(c2ccccc2)C1=O (configuration not stated) | 6.9% | -10% | -3% | i | 0.3 | -16 | 706 | 0% | -1% | -6.9% | 4%
N#Cc1cn(CC(=O)NCC2CCCO2)c2ccccc12 (configuration not stated) | -0.1% | 6% | -15% | i | 2.0 | nt | nt | -1% | 5% | -1.6% | -4%
CC(=O)Nc1ccc(C(=O)Nc2ccc3c(c2)OCCO3)cc1 | 0.1% | -5% | -9% | i | 0.6 | nt | nt | 6% | 40% | nt | 8%
CCC(=O)N1CCc2cc(S(=O)(=O)CCC(=O)NC3CCCCC3)ccc21 | -0.4% | 5% | -9% | i | 1.3 | 21 | 696 | 12% | -7% | nt | -5%
CCOc1ccc(NC(=O)CC2C(=O)N(c3ccccc3)C(=O)N2Cc2ccco2)cc1 (configuration not stated) | -0.3% | -44% | -2% | i | 0.8 | -21 | 649 | 19% | 2% | -3.3% | -2%
O=C(COc1ccccc1Br)NCc1ccccn1 | 3.2% | -6% | -6% | i | 2.3 | 14 | 734 | -2% | 10% | -0.9% | 2%
Cc1cc(OCC(=O)N[C@@H](Cc2ccccc2)c2nc3ccccc3[nH]2)ccc1Cl | 2.0% | 9% | -6% | i | 0.5 | -37 | 551 | 2% | 1% | -3.4% | -9%
COc1ccc(NN=Nc2nc3c([nH]2)c(=O)n(C)c(=O)n3C)cc1 | -1.4% | 6% | 1% | i | 0.8 | 1 | 694 | -1% | -16% | nt | -2%
CC(=O)Nc1ccc(C(=O)CSc2nc3ccc(C)cc3[nH]2)cc1 | 8.6% | -12% | -10% | i | 2.4 | -2 | 633 | 6% | 19% | -3.0% | 8%
O=C(NCC(=O)N1CCN(c2ccccc2O)CC1)c1ccc2ccccc2c1 | 2.0% | 8% | -6% | i | 2.2 | -2 | 679 | 6% | 25% | nt | 1%
O=C(O)CSCC(=O)N(Cc1ccccc1)c1nc(-c2ccccc2)c(-c2ccccc2)s1 | 13µM* | 14% | 12% | i | 1.2 | -4 | 830 | 31% | 1% | nt | 8%
COc1cc(/C=N/NC(=O)CCN2CCN(c3ccccc3)CC2)cc(OC)c1OC | 1.4% | 4% | -2% | i | 0.3 | 23 | 696 | 3% | 18% | 0.3% | -2%
Cn1c(CN2CCN(CCO)CC2)c(C#N)c2ccccc21 | 1.1% | 15% | -9% | i | 0.4 | -19 | 718 | 14% | 1% | nt | -4%
CCOC(=O)c1cc(CC)sc1NC(=O)COC | 0.0% | -1% | 4% | i | 7.1 | 6 | 800 | 0% | -5% | -2.0% | -2%
Cc1cc(=O)oc2cc(OCC(=O)NC3CCN(Cc4ccccc4)CC3)ccc12 | 1.0% | 6% | -8% | ? | nt | -8 | 726 | 18% | 0% | nt | -7%
Cc1ccc2oc(C(=O)N3CCC(O)(c4ccccc4)CC3)c(C)c2c1 | 0.9% | 1% | -10% | i | 0.6 | -8 | 818 | 0% | 4% | nt | -4%
COc1ccc(C2C=C(c3cccs3)Nc3nc(CCCO)nn32)cc1 (configuration not stated) | -3.6% | 16% | -9% | nt | nt | nt | nt | -1% | 34% | -20% | nt
Cc1nc(NC(=O)C2CC2)sc1C(=O)Nc1ccccc1Cl | -0.4% | 20% | -7% | i | 0.1 | -3 | 801 | 4% | 13% | nt | -3%
Nc1c(C(=O)NCc2ccccc2)nnn1Cc1ccc(F)cc1 | -2.6% | 2% | 0% | i | 0.4 | 15 | 656 | 5% | 2% | -6.1% | -5%
COc1ccc(CN2CCNC(=O)C2CC(=O)NC2CCCCCCC2)cc1C (configuration not stated) | 1.5% | 1% | -11% | i | 3.6 | -8 | 703 | 1% | 7% | nt | -7%
O=C(NCC(=O)N1CCC2(CC1)NCCc1[nH]cnc12)c1ccc(F)cc1 | 0.8% | -19% | -12% | i | 0.0 | -2 | 713 | 6% | 14% | nt | -7%

High-throughput results deposited in PubChem by several laboratories.

Not all compounds are listed. The share of hits here may be higher or lower than overall.
